12-hLO inh: qHTS Assay for Inhibitors of 12-hLO (12-human lipoxygenase); 150,000 tested, 0.12% active; Polyunsaturated fatty acid lipoxygenase ALOX12 (Homo sapiens), P18054; Potency, µM (series often up to 57.1 µM), for the others: at the highest dose activity change, negative = inhibition, hits mostly inhibitors; purified 12-hLO, xylenol orange hydroperoxide absorbance; further: potency means the concentration at half of the fitted maximal effect; nearly all actives have a fitted effect of over 55% in size; many of its hits are not listed in these tables
Target sequence (P18054 whole entry, looked up): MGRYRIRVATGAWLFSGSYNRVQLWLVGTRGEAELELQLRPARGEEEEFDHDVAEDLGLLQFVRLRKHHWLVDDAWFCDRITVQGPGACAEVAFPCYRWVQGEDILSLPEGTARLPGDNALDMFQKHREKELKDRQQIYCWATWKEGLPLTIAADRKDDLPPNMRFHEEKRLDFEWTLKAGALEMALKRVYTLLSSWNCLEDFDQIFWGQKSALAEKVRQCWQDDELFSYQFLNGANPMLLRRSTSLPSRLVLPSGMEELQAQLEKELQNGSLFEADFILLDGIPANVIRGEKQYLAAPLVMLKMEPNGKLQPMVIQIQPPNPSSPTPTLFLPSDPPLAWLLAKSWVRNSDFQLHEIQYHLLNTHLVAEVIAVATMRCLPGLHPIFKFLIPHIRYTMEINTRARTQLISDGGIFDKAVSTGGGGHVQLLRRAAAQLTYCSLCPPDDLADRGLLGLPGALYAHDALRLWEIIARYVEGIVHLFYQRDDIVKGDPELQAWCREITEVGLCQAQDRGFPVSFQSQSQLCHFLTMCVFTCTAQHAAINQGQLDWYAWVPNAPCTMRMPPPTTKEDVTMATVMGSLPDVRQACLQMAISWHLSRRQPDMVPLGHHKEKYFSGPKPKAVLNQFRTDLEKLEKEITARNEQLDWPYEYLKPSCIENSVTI
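Hydroperoxide formation by human 12-lipoxygenase from 40 uM arachidonic acid was followed colorimetrically via ferric-xylenol orange complex, using the 573/405 nm absorbance ratio. Enzyme concentration was 150 nM, with 30 min reaction at room temperature.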
PNC assembly inh: High Content Assay for Compounds that inhibit the Assembly of the Perinucleolar Compartment | 140,000 tested, 3.1% active | activity change (PNC), negative = inhibition, % at 10 µM | AID 2417, 2010 | PC3M PTB-GFP, PNC prevalence imaging, 16 h; active compounds read low;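 active means readout at or below -70, meaning at least 70% loss of cells showing the perinucleolar compartment, a nuclear body marking cancer cells; inconclusive means readout between -30 and a set limit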;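 further: plate controls were DMSO wells for no effect and camptothecin positive control wells for full effect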
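Compounds are pinned in duplicate onto adhered PC3M cells stably expressing GFP-tagged PTB and incubated 16 h at 37 C. Cells are then fixed, nuclei stained with Hoechst, and PNC-positive cells counted.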
15-hLO-2 inh: qHTS Assay for Inhibitors of 15-hLO-2 (15-human lipoxygenase 2). Polyunsaturated fatty acid lipoxygenase ALOX15B (Homo sapiens), O15296. purified 15hLO-2, xylenol orange hydroperoxide absorbance. Potency, µM (series often up to 57.1 µM), for inactives: top-dose activity change, negative = inhibition, actives largely listed as inhibitors. 110,000 tested, 0.56% active; further: potency means the concentration at half of the fitted maximal effect; nearly all actives have a fitted effect of over 60% in size; many of its hits are not listed in these tables
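Enzyme 50 nM, AA 45 uM, 25 mM Hepes pH 7.5 + 0.01% Triton X-100; cpd preinc 15 min RT, rxn 90 min RT; stop/detect with 200 uM XO + 300 uM Fe(II) in 50 mM H2SO4, 30 min; A573/A405.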
IMPase cell inh: qHTS Assay for Identifying the Cell-Membrane Permeable IMPase Inhibitors; Inositol monophosphatase 1 (Rattus norvegicus), P97697; CHO-M1 cells, IP1 accumulation, HTRF TR-FRET ratio; inhibition (IP1 accumulation), % at 46.1 µM; 120,000 tested, under 10 active; active means well fitted curve in the direction sought with a large enough effect in the signal ratio, not every such curve was filed as active; inconclusive means small, poorly fitted or top-dose-only effect, or a change in a side signal; inactive means no such curve, though single readings can be large or run the other way; the % refers to the signal ratio;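 further: cells stimulated with carbachol in lithium chloride buffer; plate controls were DMSO basal wells for no effect and reference inhibitor wells for full effect; higher means more IMPase inhibition seen as more IP1 and lower FRET ratio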
Target sequence (P97697 whole entry, looked up): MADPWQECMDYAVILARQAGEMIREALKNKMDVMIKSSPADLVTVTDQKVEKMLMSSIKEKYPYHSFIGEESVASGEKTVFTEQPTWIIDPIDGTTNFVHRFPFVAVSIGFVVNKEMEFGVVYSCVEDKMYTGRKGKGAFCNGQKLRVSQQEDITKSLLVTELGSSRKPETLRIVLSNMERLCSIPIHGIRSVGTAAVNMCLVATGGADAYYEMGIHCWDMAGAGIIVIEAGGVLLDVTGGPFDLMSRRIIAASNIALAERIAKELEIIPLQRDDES
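Seeded CHO-M1 cells were dosed with compound at up to 46 uM, stimulated with carbachol for 30 min, then lysed in IP-One detection reagents. Higher IP1 lowers the TR-FRET signal.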
* marks the source's active call; other numbers are inactive results; ? = inconclusive; . = not tested or not shown; & = joins results of further samples; [ ] = dose if it differs, or a comment. Unless noted, the call rests on the fitted dose curve; in most records, active means well fitted curve in the direction sought with a large enough effect; inconclusive means small, poorly fitted or top-dose-only effect, or another doubt; inactive means no such curve, though single readings can be large; an effect the other way counts as inactive or inconclusive. Unless noted, on the % scale 0 is the no-effect control and ±100 the full control effect.

Key to letters: A = 12-hLO inh; B = PNC assembly inh; C = 15-hLO-2 inh; D = IMPase cell inh
> COC(=O)c1c(NC(=O)Cc2cccs2)sc(C)c1C
  A: -4%	B: -14	C: -4%	D: -1
> CCOC(=O)CN1C(=O)COc2ccc(C(C)(C)C)cc21
  A: 0%	B: ?	C: -7%	D: 9
> Cc1cccc(C)c1NC(=O)c1cn(-c2ccccc2)nc1-c1ccccc1
  A: 2%	B: -25	C: .	D: .
> CC(C)NC(=O)N1CC2(CCN(C(=O)c3ccncc3)CC2)C1
  A: -1%	B: .	C: 1%	D: .
> CSc1nc(O)c(Cc2ccccc2)c(=O)[nH]1
  A: 1%	B: -3	C: 0%	D: -2
> COc1ccc(CC(=O)Nc2nc3ccc(F)cc3s2)cc1S(=O)(=O)N1CCOCC1
  A: 1%	B: ?	C: 0%	D: 4
> Cc1nc(SCC(=O)c2cc3ccccc3oc2=O)c(C#N)c(-c2ccccc2)c1C(=O)Nc1ccccc1
  A: -4%	B: 8	C: .	D: -2
> O=C(O)[C@H]1CN(CCCP(=O)(O)O)CCN1
  A: -3%&-2%	B: .	C: 6%&11%	D: -2&-5
> CCN(CC)c1nc2n(c(=S)n1)CCS2
  A: 4%	B: -88*	C: -4%	D: 2
> COc1ccc(-c2csc3ncnc(NCCN4CCOCC4)c23)cc1
  A: 7%	B: 8	C: 1%	D: 7
> CCOC(=O)c1ccccc1NC1c2ccccc2C(=O)N1c1ccc(C)cn1 (stereo unspecified)
  A: -4%	B: 11	C: .	D: 3
> CCCC1=NN(C(=O)CCc2ccccc2O)C(O)(C(F)(F)F)C1 (stereo unspecified)
  A: 0%	B: 22	C: .	D: -5
> O=C(C(Sc1ccccc1)c1ccccc1)N1CCN(c2ccccc2F)CC1 (stereo unspecified)
  A: -19%	B: -5	C: -8%	D: 2
> O=[N+]([O-])c1nn(-c2ccc3c(c2)OCCO3)n(O)c1=Nc1ccccc1
  A: -1%	B: ?	C: .	D: .
> O=C(NN=C1CCCC1)c1cccs1
  A: 0%	B: 11	C: .	D: .
> O=C(NC1CCCCC1)N1CCN(c2ccccc2)CC1
  A: -1%	B: -15	C: .	D: ?
> Cn1c(SCC(=O)NCCN2C(=O)CSC2=O)nnc1-c1ccccc1
  A: 2%	B: -82*	C: .	D: .
> CCN(CC)CC(O)COCCC12CC3CC(CC(C3)C1)C2 (stereo unspecified)
  A: 15%	B: -1	C: 29%	D: 2
> COc1ccc(OCc2cccc(C(=O)Nc3ccc(CN4CCCCC4)cc3)c2)cc1
  A: -2%	B: -23	C: .	D: .
> Cc1nn(Cc2ccc(F)cc2)c(C)c1NC(=O)c1nn(C)cc1Cl
  A: 3%	B: ?	C: .	D: -4[0.0738 µM]
> CCOC(=O)Cc1csc(NC(=O)CSc2ncnc3c2cnn3-c2ccccc2Cl)n1
  A: -5%	B: -16	C: -4%	D: 6
> Nc1ccc(OCc2ccccc2)cc1
  A: 5%	B: -3	C: .	D: -9
> COC(=O)CN1C(=O)C(O)(CC(=O)c2ccccc2)c2ccccc21 (stereo unspecified)
  A: 2%	B: ?	C: 0%	D: 0
> CS(=O)(=O)CCC(C(=O)OCc1ccc(Cl)cc1)N1C(=O)c2ccccc2C1=O (stereo unspecified)
  A: 0%	B: 22	C: .	D: .
> CCOC(=O)c1c(C)[nH]c(C(=O)COC(=O)CCC(=O)c2ccc3c(c2)OCCO3)c1C
  A: -8%	B: ?	C: -9%	D: 2
> CCN(CC)CCOc1c(Br)ccc2c1sc1nc3n(c(=O)c12)CCC3
  A: 1%	B: 24	C: 37%[activator]	D: 19
> Cc1nc2ccc(S(=O)(=O)N(C)CC(=O)NCc3ccc4c(c3)OCO4)cc2s1
  A: -6%	B: -10	C: -6%	D: -12
> CC(=O)OC1c2ccccc2C(=O)N1c1ccccc1C (stereo unspecified)
  A: 2%	B: 14	C: .	D: 4
> NC1=NC(=O)C(CC(=O)c2ccc(Cl)cc2)S1 (stereo unspecified)
  A: -3%	B: 6	C: .	D: 2
> C/C(N)=C(/C#N)C(=O)COC(=O)CCC1CCCC1
  A: 6%	B: 16	C: 3%	D: 7
> CCCCn1c(-c2ccccc2)nnc1-c1ccccc1
  A: 1%	B: -10	C: -1%	D: -2
> CCCCC(=O)Nc1ccc(C(=O)NCC(=O)OC)cc1
  A: -1%	B: 12	C: -5%	D: 6
> CC(=O)Nc1ccc(NC(=O)CN(c2ccccc2Cl)S(C)(=O)=O)cc1
  A: -2%	B: ?	C: 0%	D: 4
> Cc1cc(S(=O)(=O)N2CCC(NC(=O)C34CC5CC(CC(C5)C3)C4)CC2)ccc1-n1cnnn1
  A: -2%	B: 29	C: 3%	D: 4
> COc1ccc2nc(NC(=S)N(C)C)sc2c1
  A: -30%	B: 62	C: 6%	D: 2
> CC1=C(C(=O)Nc2cccnc2)C(c2ccc(C(C)C)cc2)n2ncnc2N1 (stereo unspecified)
  A: 2%	B: 57	C: .	D: -16
> CC1=C(C(=O)OCC2CCCO2)C(c2ccc(O)cc2)NC(=O)N1 (stereo unspecified)
  A: 1%	B: 1	C: -4%	D: -3
> N#CC1=C(N)C(C#N)(C#N)[C@H](c2c(F)cccc2F)[C@H]2CC3(CC=C12)OCCO3
  A: -25%	B: ?	C: -15%	D: 8
> Cc1cccc(C)c1NC(=O)C(c1ccc([N+](=O)[O-])cc1)N1CCCCC1 (stereo unspecified)
  A: 0%	B: 6	C: -2%	D: 7
> COc1ccc(Oc2ncc3nc(-c4cccs4)c(=O)n(C)c3n2)cc1
  A: -1%	B: .	C: 3%	D: .
> C=CCOC(=O)C1=C(C)Nc2ncnn2C1c1cc(Br)ccc1F (stereo unspecified)
  A: 7%	B: 56	C: 19%	D: 5
> Cc1nc(N2CCN(c3ccccc3)CC2)nc2c1C(=O)CC(C)C2 (stereo unspecified)
  A: -5%	B: 13	C: 2%	D: 12
> COc1cccc(-c2nn(C)c3sc(C(=O)NCc4ccc5c(c4)OCO5)cc23)c1
  A: -8%	B: 25	C: -6%	D: 9
> CNC(=O)c1sccc1-n1cccc1
  A: 2%	B: 46	C: 2%	D: 1
> O=C(CN(CCc1ccccc1)C(=O)CNS(=O)(=O)c1ccc(F)cc1)NCC1CCCO1 (stereo unspecified)
  A: -4%	B: -14	C: -1%	D: 0
> COc1cccc(/C=N/NC(=O)c2cnccn2)c1
  A: 0%	B: 14	C: .	D: .
> Cn1c(SCC(=O)NC2CCCCC2)nnc1-c1cc2cc(Cl)ccc2o1
  A: 0%	B: 8	C: -10%	D: 1
> CCCCN(CCCC)C(=O)/C=C/c1cccc([N+](=O)[O-])c1
  A: -13%	B: 18	C: -3%	D: 11
> Cc1ccc(C(=O)NCCNC(=O)CN2CCOCC2)cc1
  A: -4%	B: 5	C: -5%	D: 2
> Cc1ccc(-n2nc3ccc(NC(=O)/C=C/c4ccco4)cc3n2)cc1C
  A: -8%	B: -15	C: ?	D: -1

A draw from above in order of SMILES length, ascending.
Key to letters: A = 12-hLO inh; B = PNC assembly inh; C = 15-hLO-2 inh; D = IMPase cell inh
> C=CCOC(=O)C1=C(C)Nc2ncnn2C1c1cc(Br)ccc1F (stereo unspecified)
  A: 7%	B: 56	C: 19%	D: 5
> Cc1nc(N2CCN(c3ccccc3)CC2)nc2c1C(=O)CC(C)C2 (stereo unspecified)
  A: -5%	B: 13	C: 2%	D: 12
> CS(=O)(=O)CCC(C(=O)OCc1ccc(Cl)cc1)N1C(=O)c2ccccc2C1=O (stereo unspecified)
  A: 0%	B: 22	C: .	D: .

(continued)
Key to letters: A = 12-hLO inh; B = PNC assembly inh; C = 15-hLO-2 inh; D = IMPase cell inh
> CCOc1ncccc1C(=O)OCC(=O)Nc1ccc(-c2nc3ccc(C)cc3s2)cc1
  A: 0%	B: 27	C: .	D: .
> CN(CCCNC(=O)c1ccc(/C=N/O)nc1)CCCN(C)Cc1ccccc1
  A: 6%	B: 10	C: 53%[activator]	D: -16
> O=C(NCc1cccc(Cl)c1)c1ccco1
  A: -1%	B: -11	C: 0%	D: -4
> CC(C)COC(=O)C(N)C(C(=O)OCC(C)C)c1ccccc1 (stereo unspecified)
  A: -1%	B: 11	C: -4%	D: -2
> Cc1c(Cl)cccc1NC(=S)N=Nc1c(O)n(CN2CCOCC2)c2ccccc12
  A: -1%	B: ?	C: .	D: .
> O=C(NNc1ncc(C(F)(F)F)cc1Cl)c1c(Cl)cccc1Cl
  A: -10%	B: -13	C: 10%	D: 2
> Cc1ccc(S(=O)(=O)c2nc(S(C)(=O)=O)sc2NCC2CCCO2)cc1 (stereo unspecified)
  A: -1%	B: 31	C: -3%	D: -7
> Cc1cc(NC(=O)CN2C(=O)C3CC=CCC3C2=O)no1 (stereo unspecified)
  A: 1%	B: 2	C: -2%	D: 4
> O=C(NCc1ccc(Cl)cc1)c1ccccc1Oc1ccccc1
  A: 3%	B: -22	C: 7%	D: 2
> COc1ccc(/C(C)=N/NC(=O)c2ccc(CSc3cccc4cccnc34)cc2)cc1OC
  A: 1%	B: -8	C: 2%	D: -7
> C=CCNc1nc(C2(C)CC3(CC(C)(C)OC3=O)C(=O)O2)cs1 (stereo unspecified)
  A: -2%	B: 3	C: 2%	D: 2
> Cc1cc(NC(=O)COC(=O)c2oc3c(Cl)cccc3c2C)no1
  A: 3%	B: 2	C: .	D: .
> CCOC(=O)C1CCN(CCC(=O)Nc2cccc(Cl)c2)CC1
  A: 7%	B: 6	C: 21%	D: 4
> CCc1nnc(NC(=O)CCC(=O)N2CCN(C3c4ccccc4-c4ccccc43)CC2)s1
  A: -2%	B: 38	C: .	D: .
> O=C(NCCCN1CCOCC1)c1ccc(Br)s1
  A: -4%	B: 35	C: 5%	D: 3
> COc1ccccc1-c1nc(C#N)c(N2CCc3ccccc3C2)o1
  A: -6%	B: -15	C: -7%	D: -10
> O=C(N/N=C/c1ccc(N2CCCCC2)o1)c1ccccc1[N+](=O)[O-]
  A: -4%	B: 3	C: .	D: .
> COc1ccc(N(C(=O)CSCC(=O)Nc2cc(C)on2)C(C(=O)NC2CCCCC2)c2ccc(O)c(O)c2)cc1 (stereo unspecified)
  A: -17%	B: -7	C: .	D: .
> O=c1oc2cc(Oc3c([N+](=O)[O-])cc(C(F)(F)F)cc3[N+](=O)[O-])ccc2c2c1CCCC2
  A: -16%	B: 46	C: -19%	D: 1
> Cc1ccccc1NS(=O)(=O)c1ccc(NC(=O)CSCc2ccc(Br)cc2)cc1
  A: -4%	B: -99*	C: -6%	D: -3
> CC(C)(C)c1ccc(-c2c(C#N)c(N)nc3c2CCCC3)s1
  A: 1%	B: 57	C: -4%	D: 6
> O=C(COC(=O)/C=C/c1ccc(Cl)cc1)Nc1ccc2c(c1)OCCO2
  A: -1%	B: 3	C: .	D: .
> O=C(NC1CC2CCCC(C1)N2C1CC1)NC12CC3CC(CC(C3)C1)C2 (stereo unspecified)
  A: 0%	B: ?	C: 29%	D: -11

Taken from above.
NC1=NC(=O)C(CC(=O)c2ccc(Cl)cc2)S1 (stereo unspecified) in IMPase cell inh is entered as 2
O=C(NNc1ncc(C(F)(F)F)cc1Cl)c1c(Cl)cccc1Cl in 15-hLO-2 inh is entered as 10%
O=C(NC1CCCCC1)N1CCN(c2ccccc2)CC1 in 12-hLO inh is entered as -1%

Sorted by the number under PNC assembly inh (lowest first): five from the list above
| molecule | PNC assembly inh |
| --- | --- |
| O=C(NCc1ccc(Cl)cc1)c1ccccc1Oc1ccccc1 | -22 |
| O=C(NCc1cccc(Cl)c1)c1ccco1 | -11 |
| CN(CCCNC(=O)c1ccc(/C=N/O)nc1)CCCN(C)Cc1ccccc1 | 10 |
| O=C(NCCCN1CCOCC1)c1ccc(Br)s1 | 35 |
| CCc1nnc(NC(=O)CCC(=O)N2CCN(C3c4ccccc4-c4ccccc43)CC2)s1 | 38 |

An excerpt; rates above refer to the full screens.
